High-throughput results from PubChem BioAssay.
Growth percent in the NCI-60 one-dose screen (48 h, 10 µM unless noted): 100 = growth as untreated, 0 = no growth, -100 = all killed.
DU-145 – DU-145 prostate cancer; actives 4.2% (n = 81,000); AID 1794760
SF-539 – SF-539 CNS cancer; actives 6.8% (n = 81,000)
SF-295 – SF-295 CNS cancer cells. actives 5.6% (n = 79,000)
786-0 – 786-0 renal cancer cells. actives 5.1% (n = 81,000)
UO-31 – UO-31 renal cancer; actives 5.2% (n = 81,000); AID 1794768
PC-3 – PC-3 prostate cancer cells; actives 3.9% (n = 80,000); AID 1794754
U251 – U251 CNS tumor cells. actives 5.4% (n = 80,000)
SN12C – SN12C renal cancer cells. actives 3.8% (n = 81,000). AID 1794767
TK-10 – TK-10 renal cancer cells. AID 1794769. actives 3.9% (n = 81,000)
* marks the source's active call; other numbers are inactive results; nt = no result given; & = joins results of further samples. The calls were made as follows: active = growth percent below 10; inactive = the rest.

(1) O=C1/C(=C/c2ccc(F)cc2)CN(C(=O)C(Cl)Cl)C/C1=C\c1ccc(F)cc1
(2) COc1cc(/C=C2\S/C(=N/c3nc(C)c(C(C)=O)s3)NC2=O)ccc1O
(3) CCOC(=O)C1=C(C)NC(=O)NC1c1cccnc1 (stereo not drawn)
(4) CC(O)(CC(=O)O)CC(=O)O
(5) O=C(CSc1nnc(-c2ccc(-c3nc4ccccc4[nH]3)cc2)o1)Nc1ccc(Br)cc1
(6) C/C(=N/NC(=S)NC1CCCCC1)c1sc(Nc2ccc(F)cc2)nc1C
(7) CCCCn1c(=O)c(-c2cc(-c3ccccc3)nc(-c3ccccc3)c2)cc2cc(C)ccc21
(8) O=C(c1ccccc1)C1N=NCC1c1ccc(Cl)cc1 (stereo not drawn)

assay / entry	1	2	3	4	5	6	7	8
SF-295	-76*	95	100	102&88	54	91	104	87
U251	-96*	97	102	101&115	-82*	92	94	92
UO-31	-83*	65	89	98&84	63	90	85	86
DU-145	-96*	108	107	108&119	14	107	110	116
PC-3	-74*	96	107	106&101	12	92	91	92
786-0	-56*	98	101	97&103	-41*	97	106	97
SN12C	-73*	102	101	102&99	22	95	94	91
SF-539	-97*	86	101	100&100	-90*	97	102	107
TK-10	-60*	89	105	93&102	57	115	105	95

(9) COc1cc(/C=N\NC(=O)c2cnn(CC(O)c3ccccc3)c2N)ccc1OC(F)F (stereo not drawn)
(10) O=S(=O)(Nc1ccccc1O)c1ccccc1
(11) N=c1nnc(=N)c1=NNc1cccc2c(O)c3ccccc3c(O)c12
(12) O=C(NC(=S)Nc1ccccc1Cl)c1ccc(Cl)cc1
(13) CN1CCO/C1=C(/NC(=O)c1ccc(Cl)cc1)[P+](c1ccccc1)(c1ccccc1)c1ccccc1
(14) CC(C)(NC(=O)O[C@H]1CCNC1)c1csc(-c2ccc(F)c(O)c2)n1
(15) Oc1ccc(F)c(Nc2nc(SCCN3CCOCC3)nc3c2cnn3CC(Cl)c2ccc(Br)cc2)c1 (stereo not drawn)
(16) Cn1c([N+](=O)[O-])cnc1/C=C1\Oc2cc(Cl)ccc2C1=O

assay / entry	9	10	11	12	13	14	15	16
SF-295	92	112	96	104	80	102	2.4*	38
U251	91	100	84	89	84	97	22	-9.0*
UO-31	69	69	69	58	87	91	17	-35*
DU-145	86	116	94	93	95	103	34	-18*
PC-3	84	86	75	95	68	93	7.8*	-13*
786-0	95	106	92	104	103	106	61	-6.4*
SN12C	95	99	91	90	92	93	32	-15*
SF-539	86	121	79	52	94	99	17	28
TK-10	98	116	82	116	100	96	69	-24*

(17) Cn1c(=O)c2c(ncn2CCC(=O)Nc2ccc(S(N)(=O)=O)cc2)n(C)c1=O
(18) Cc1c2c(c(C)c3c1[nH]c1ccccc13)C(=O)N(CCCO)C2=O
(19) COc1cc(C2CC(=O)c3cc(OC)c(OC)c(OC)c32)cc2c1OCO2 (stereo not drawn)
(20) CN1CCC(=O)NC1=O
(21) COc1ccc(-c2nn(-c3ccccc3)cc2C2CC(c3cc4ccccc4oc3=O)=NN2c2ccc(S(N)(=O)=O)cc2)cc1 (stereo not drawn)
(22) CC(C)(C)n1nnnc1C(NC12CC3CC(CC(C3)C1)C2)c1c(F)cc(F)cc1F (stereo not drawn)
(23) Clc1nc2ccccc2n2c1nc1ccccc12
(24) COc1ccccc1-n1c(SCc2cc(OC)c(OC)c(OC)c2)nc2ccc(Cl)cc2c1=O

assay / entry	17	18	19	20	21	22	23	24
SF-295	114	30	90	100	106	94	101	32
U251	98	93	101	112	97	97	85	26
UO-31	86	76	60	nt	58	90	74	43
DU-145	112	92	93	114	103	106	62	30
PC-3	86	81	79	102	88	97	104	20
786-0	100	89	106	104	102	98	91	51
SN12C	100	96	91	97	93	96	86	70
SF-539	97	78	100	nt	97	98	98	65
TK-10	100	93	101	130	102	93	99	nt

Down the list, from the results shown:
786-0, entries 17–23: 100, 89, 106, 104, 102, 98, 91

Next section:
(25) CN1CCN(c2nc(-c3cccnc3)nc3sc4c(c23)CCCCCC4)CC1
(26) COc1cc(NCC(=O)Nc2cc(Nc3ccc(C)cc3)ncn2)c(Cl)c(OC)c1Cl
(27) Cc1cc(OCC(=O)O)ccc1Cl
(28) O=C(c1ccccc1)c1ccccc1-c1nnc2n1N=C(c1ccccc1)CS2
(29) COc1cccc(/C=C2\Oc3cc(OCCCN4CCCC4)ccc3C2=O)c1
(30) COc1ccc(C(CC(=O)O)c2c(C)[nH][nH]c2=O)cc1 (stereo not drawn)
(31) COc1ccc(OC)c(/C=C2\Oc3cc(O)ccc3C2=O)c1
(32) O=C1/C(=C/c2cccs2)SC(=S)N1CC(=S)C1C=CS(=O)(=O)C1 (stereo not drawn)

assay / entry	25	26	27	28	29	30	31	32
SF-295	76	83	101	94	91	110	99	81
U251	72	87	90	94	76	102	89	73
UO-31	75	62	86	82	58	100	60	88
DU-145	99	102	116	111	95	110	77	96
PC-3	67	69	79	87	69	100	95	87
786-0	93	97	105	110	74	103	89	94
SN12C	91	88	nt	94	85	99	86	85
SF-539	93	96	95	96	76	101	95	90
TK-10	108	121	100	133	93	97	103	110

(33) CCC(C)Sc1nc(N)nc2c1ncn2C1OC(CO)C(O)C1O (stereo not drawn)
(34) O=C(CN1CCN(c2cc3c(cc2F)c(=O)c(C(=O)O)cn3C2CC2)CC1)Nc1nnc(-c2ccccc2)s1
(35) CC1(C)CC(=O)C([C@H](c2ccccc2)N2c3ccccc3Sc3ccccc32)C(=O)C1
(36) Cn1cc(-c2noc(C(=O)c3cn(C)c4ncc(Br)cc34)n2)c2cc(F)ccc21
(37) Nn1c(-c2ccc(-n3nc(-c4ccccc4)c4ccccc43)cc2)n[nH]c1=S
(38) COc1ccc(C(=O)Nc2nonc2-c2ccc(OC)c(OC)c2)cc1Cl
(39) O=C(Oc1ccc(Cl)cc1Cl)C(=O)Oc1ccc(Cl)cc1Cl
(40) OB(O)c1ccc(Br)cc1

assay / entry	33	34	35	36	37	38	39	40
SF-295	114	nt	99	94	96	92	100	102
U251	118	102	94	89	90	84	98	95
UO-31	104	93	81	68	68	75	90	72
DU-145	107	106	101	93	91	74	111	105
PC-3	113	96	83	70	78	59	90	87
786-0	91	77	91	95	nt	100	101	101
SN12C	110	97	105	91	92	85	101	101
SF-539	116	101	85	83	93	92	95	105
TK-10	116	97	92	110	121	129	97	92

Among those listed so far, four contain an aryl thioether with sulfur outside any ring:
(5) O=C(CSc1nnc(-c2ccc(-c3nc4ccccc4[nH]3)cc2)o1)Nc1ccc(Br)cc1
(15) Oc1ccc(F)c(Nc2nc(SCCN3CCOCC3)nc3c2cnn3CC(Cl)c2ccc(Br)cc2)c1 (stereo not drawn)
(24) COc1ccccc1-n1c(SCc2cc(OC)c(OC)c(OC)c2)nc2ccc(Cl)cc2c1=O
(33) CCC(C)Sc1nc(N)nc2c1ncn2C1OC(CO)C(O)C1O (stereo not drawn)

assay / entry	5	15	24	33
SF-295	54	2.4*	32	114
U251	-82*	22	26	118
UO-31	63	17	43	104
DU-145	14	34	30	107
PC-3	12	7.8*	20	113
786-0	-41*	61	51	91
SN12C	22	32	70	110
SF-539	-90*	17	65	116
TK-10	57	69	nt	116

The results go on.
(41) O=C(O)CSc1nc2ccccc2s1
(42) CN(C)c1ccc(/C=N/N=C(N)N)cc1
(43) Cc1cc(Cl)c2c(Cl)ccc(Cl)c2n1
(44) Brc1cccc(/C=N/Nc2nc(N/N=C/c3cccc(Br)c3)nc(N3CCOCC3)n2)c1
(45) Nc1c(C(=O)NCc2ccccc2)sc2nc3c(cc12)C(=O)CCC3
(46) Cc1ccc(Oc2nc3sc4c(C)ccc(C)c4n3c(=O)c2C#N)cc1
(47) CN(C)c1ccc2cc3c(cc2c1)Oc1ccccc1N3.[Cl][Zn][Cl]
(48) C/C(=N/NC(N)=S)c1ccc(Nc2nc(SCC(C)C)nc(-c3ccc(F)cc3)c2C#N)cc1

assay / entry	41	42	43	44	45	46	47	48
SF-295	101&108	61	97	29	nt	113	97	-70*
U251	108&97	60	nt	43	100	92	79	-40*
UO-31	90&74	73	90	25	109	70	5.8*	0.3*
DU-145	115&108	93	112	27	128	103	91	19
PC-3	104&91	84	96	37	106	70	81	-14*
786-0	113&99	103	101	25	110	101	104	4.5*
SN12C	97&102	82	113	44	101	99	89	13
SF-539	93&88	91	98	56	105	95	100	-59*
TK-10	107&117	106	112	67	116	150	77	8.1*

Part of the list above in order of length of the SMILES, lowest first:
(41) O=C(O)CSc1nc2ccccc2s1
(43) Cc1cc(Cl)c2c(Cl)ccc(Cl)c2n1
(48) C/C(=N/NC(N)=S)c1ccc(Nc2nc(SCC(C)C)nc(-c3ccc(F)cc3)c2C#N)cc1

assay / entry	41	43	48
SF-295	101&108	97	-70*
U251	108&97	nt	-40*
UO-31	90&74	90	0.3*
DU-145	115&108	112	19
PC-3	104&91	96	-14*
786-0	113&99	101	4.5*
SN12C	97&102	113	13
SF-539	93&88	98	-59*
TK-10	107&117	112	8.1*

Next results.
(49) CCOn1nnc2c(Cl)c3[nH]ccc(=O)c3cc21
(50) CCCCn1c(C)nc2cc(Nc3nc(N4CCOCC4)nc4nc[nH]c34)ccc21
(51) COC(=O)c1ccccc1OCc1cc(=O)oc2ccc(C)cc12
(52) COc1cc(C2CC(c3ccc(S(=O)(=O)NCCNc4nc(N(C)C)nc(N5CCOCC5)n4)cc3)=Nc3c(N)nc(N)nc3N2)cc(OC)c1OC (stereo not drawn)
(53) CC(=O)Nc1ccc(Oc2ccccc2)cc1
(54) CCc1cc2c(cc1C(=O)C(C)C)C(C)(C)CCC2(C)C
(55) C(=N\N1CCCCCC1)/c1ccc2c(c1)OCO2
(56) O=C(NC1CCCCC1)c1ccc([N+](=O)[O-])cc1
(57) COc1ccc2nc(-c3ccc(Cl)cc3)cc(-c3nnc(SCC(=O)Nc4ccc(/C(C)=N\O)cc4)n3-c3ccccc3)c2c1

assay / entry	49	50	51	52	53	54	55	56	57
SF-295	119	80	101	94	111	98	101&86	108	nt
U251	125	89	95	98	89	101	108&104	102	80
UO-31	87	48	77	80	58	86	89&101	71	73
DU-145	110	78	111	109	99	104	99&110	122	94
PC-3	116	72	82	96	90	105	116	92	68
786-0	113	72	97	94	89	100	86&104	108	79
SN12C	106	71	99	86	89	100	96&90	95	94
SF-539	103	92	86	97	94	106	96&108	108	99
TK-10	170	76	156	107	102	100	110&115	98	80
